Autophagy mod: autophagy modulation, high-content screen; MEF GFP-LC3 puncta imaging; test concentration mostly 10 µM; calls only at 10 µM (by protocol); 190,000 compounds, 0.98% hits; AID 463193;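 active = percentage of spot-positive cells more than 3 SD above its plate mean, without a fluorescence outlier flag or 80% toxicity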;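 note: spot-positive cell cutoff set from DMSO-treated cells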
Yfh1-off respiration: enhancers of respiration in Yfh1-depleted yeast, dose response, Friedreich's ataxia, plus single-dose screen (AID 1465); 220,000 compounds, 0.074% hits; S. cerevisiae Yfh1-off respiration, WST-1 reduction, 72 h; higher fold induction means a stronger effect; fold induction at 50 µM, or EC50 in µM where a hit was titrated;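 active = fold induction of absorbance versus untreated yeast above a set limit, then at least 30% activation at any dose in follow-up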;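 note: activators that raise dye reduction in frataxin-depleted yeast; strong numbers were not always called active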
WT yeast gro inh: growth inhibition of WT yeast, mitochondrial fusion screen | 190,000 compounds, 2.1% hits | inhibition, % at 10 µM | mitochondrial fusion phenotypic screen, WT strain; in the data active = inhibition above about 58%; tested in S. cerevisiae
T cell modulator: modulates CD8 T cell binding to vesicles; calls only at 7 µM; AID 2052; 330,000 compounds, 0.068% hits; 2C CD8+ T cell-vesicle binding, flow cytometry; hits give low values;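 active = response, share of CD8 T cells binding vesicles, and their 90th percentile fluorescence all below set limits, cut at about 80% in these data, passing the limit was not always enough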
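Test system: purified 2C TCR transgenic mouse naive CD8+ T cells. Probe or stimulus: QL9-peptide-loaded Drosophila micro-vesicles bearing Ld, ICAM-1 and B7-1. Incubation: binding step 1.5 h, 37 °C, antibody labelling 20 min, ice. Measured by: flow cytometry of vesicle-bound cells.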
bCat nuc transl: beta-catenin nuclear translocation modulation | HeLa beta-catenin nuclear translocation, immunofluorescence imaging | nuclear translocation activity, % at 5 µM | 190,000 compounds, 0.3% hits | AID 1665;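 active = nuclear translocation activity above 50% at 5 µM, with a well cell count of 50 or more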;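 note: per-cell ratio of nuclear to cytoplasmic median beta-catenin stain intensity; plate controls were DMSO negative control for no effect and GSK-3 inhibitor IX positive control for full effect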
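Read-out: Nuclear/cytoplasmic beta-catenin signal ratio, % activation | Assay system: Human HeLa cell line | Times: 24 h compound exposure at 37°C, 5% CO2 | Signal: Fluorescence imaging of beta-catenin antibody stain plus DAPI | Dosing: 5 µM primary, 0.02–20 µM confirmation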
MT stabilizer: stabilizes microtubules in HeLa cells; HeLa tubulin immunostaining HCS, 24 h; share of cells brighter than vehicle mean+2SD; % tubulin-high responders, % at 10 µM; 200,000 compounds, 0.83% hits; AID 2205;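 active = plate Z-score above 3 for both tubulin-high and condensed-nucleus cell shares, with cell loss under 80%, at 10 µM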;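 note: anti alpha tubulin signal scored within the nucleus-defined area of each cell; some results filed as inactive read as strong as hits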
P. falciparum M17LAP: P. falciparum M17LAP inhibitors, primary screen, biochemical, fluorogenic H-Leu-NHMec substrate, 1536-well (AID 1619). 220,000 compounds, 0.38% hits. recombinant M17LAP, H-Leu-NHMec fluorogenic kinetic assay; higher % means a stronger effect. one-dose inhibition, % at 30 µM; IC50 in µM for titrated hits;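 active = compound inhibiting the enzyme by more than half at any dose during confirmatory dose-response retesting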;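 note: plate controls were full reaction with DMSO carrier for no effect and no enzyme background for full effect; strong numbers were not always called active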
Dynein cargo inh: blocks dynein driven cargo transport along microtubules; 3617.4 mouse cells, GR-EGFP nuclear translocation imaging; test concentration mostly 20 µM; stimulated with dexamethasone, 1 µM; hits give low values; z-score, hits read low; 220,000 compounds, 0.47% hits; AID 1381;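 active = plate z-score of nuclear minus cytoplasmic receptor signal below a set negative limit, without overly bright fluorescence or cell loss, cut at about -3.5 in these data, passing the limit was not always enough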;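 note: z-score of nuclear minus cytoplasmic ring GR-EGFP intensity difference per well; some compounds called inactive have numbers as strong as hits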
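medium = tetracycline-free induction medium containing charcoal-stripped FBS | also added = 1.0 µM final dexamethasone stimulus | schedule = 48 h induction, 1 h compound, 30 min dex at 37 °C | technique = fixed, Hoechst-stained cells imaged at 10x for EGFP | measure = GR-EGFP nuclear translocation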
M1AAP inhibition: malaria alanyl aminopeptidase activity blockers – biochemical, fluorogenic H-Leu-NHMec substrate, 1536-well (AID 1445); 220,000 compounds, 0.42% hits; recombinant M1AAP, H-Leu-NHMec fluorogenic kinetic assay; higher % means a stronger effect; inhibition, % at 30 µM, or IC50 in µM where a hit was titrated;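 active = primary inhibition above the hit cutoff, then over 50% inhibition at one or more dose response concentrations, cut at about 23% in these data, passing the limit was not always enough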;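 note: plate controls were DMSO full reaction for no effect and no enzyme background for full effect; strong numbers were not always called active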
WT yeast gro inh mutant strain: also measured in WT yeast gro inh; calls as there; inhibition, %; mitochondrial fusion phenotypic screen, mutant strain inhibition
Dynein cargo inh cytoplasmic EGFP: recorded beside Dynein cargo inh, whose call it bears; z-score; measured here: cytoplasmic GR-EGFP intensity; hits give high values
Dynein cargo inh nuclear GR-EGFP: also measured in Dynein cargo inh; calls as there; z-score; measured here: nuclear GR-EGFP intensity;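 lower value marks the stronger effect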
Dynein cargo inh cell count: recorded beside Dynein cargo inh, whose call it bears; z-score; measured here: cell count per field
bCat nuc transl cell count 5 µM: further read-out of bCat nuc transl, marked with its call; cell count; measured here: cell count, cytotoxicity flag
T cell modulator vesicle-bound %: second read-out of T cell modulator, no call of its own (marks repeat the call); double positive events, %; measured here: CD8+ vesicle-bound cell fraction;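 binding gate set so that unloaded-vesicle control wells show 10% double positive cells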
MT stabilizer Hoechst-high %: second read-out of MT stabilizer, no call of its own (marks repeat the call); % Hoechst-high responders; measured here: nuclear condensation Hoechst responders;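 share of cells brighter than vehicle mean plus two SD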
MT stabilizer cytotoxicity %: second read-out of MT stabilizer, no call of its own (marks repeat the call); toxicity, %; measured here: cytotoxicity by cell density;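 0% = mean cell density of plate MIN control wells and 100% = no cells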
Autophagy mod cell loss 18 h: further read-out of Autophagy mod, marked with its call; toxicity, %; measured here: cell loss, nuclei count;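 cell loss after 18 h compound exposure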
An asterisk follows results filed as active; i = inactive; / = not tested or not shown.

item	molecule	WT yeast gro inh	Dynein cargo inh	Yfh1-off respiration	MT stabilizer	T cell modulator	M1AAP inhibition	WT yeast gro inh mutant strain	Dynein cargo inh cell count	MT stabilizer cytotoxicity %	T cell modulator vesicle-bound %	MT stabilizer Hoechst-high %	Autophagy mod cell loss 18 h	Dynein cargo inh nuclear GR-EGFP	bCat nuc transl cell count 5 µM	Autophagy mod	P. falciparum M17LAP	Dynein cargo inh cytoplasmic EGFP	bCat nuc transl
1	O=C(NCc1ccco1)c1ccc2ccccc2n1	28	2.3	i	4.0	i	-2%	11	-1.3	2.1	50	1.7	-4	0.62	1519	i	69%	-0.18	0.1
2	Cc1ccc(N2CN(Cc3cccnc3)CNC2=S)c(C)c1	-12	-0.5	i	4.0	i	4%	-12	0.47	2.0	0	2.8	-3	-0.51	1074	i	15%	-0.12	0.5
3	O=C(OCC(=O)c1c[nH]c2ccccc12)C1=COCCO1	-4	-0.14	i	4.6	i	5%	-11	0.42	5.0	34	3.3	-6	-0.026	1016	i	6%	-0.2	-1.5
4	CCOC(=O)C1CCCN(CC(=O)/C=C2/N(C)c3ccccc3C2(C)C)C1 (stereo unspecified)	17	-0.7	i	1.5	i	10%	5	0.66	7.4	9	1.0	-13	-0.18	1104	i	11%	-0.18	3.5
5	O=C(/C=C/c1ccccc1)Nn1c(-c2cccs2)nc2ccccc2c1=O	3	0.83	i	1.8	i	15%	-29	-1.4	9.5	32	2.7	-1	0.49	522	i	15%	-0.22	-5.3
6	COc1ccc2nc(NC(=O)CCc3cc(OC)c(OC)c(OC)c3)sc2c1	/	1.8	i	1.9	i	10%	/	-2.8	13	22	2.2	11	2.1	1021	i	4%	0.52	1.4
7	COc1ccc(-c2n[nH]c(=S)n2Cc2ccco2)cc1	-11	-0.1	i	1.8	i	6%	3	0.95	11	16	1.4	-9	0.35	1208	i	4%	-0.099	-5.0
8	O=C(Cn1c(=O)c(=O)n(Cc2ccccc2)c2ccc(Cl)cc21)Nc1cc(F)ccc1F	-10	0.045	i	6.0	i	-2%	5	0.59	6.9	52	1.3	4	0.28	1050	i	-3%	-0.15	-5.2
9	CCOC(=O)C(C)(C)N(Cc1cccc(C)c1)S(=O)(=O)c1ccc(Cl)c([N+](=O)[O-])c1	17	-0.04	i	2.0	i	3%	16	-0.31	8.4	17	3.6	25	-0.2	1077	i	1%	0.0026	0.6
10	O=C(/C=C\Nc1ccc(S(=O)(=O)Nc2ncccn2)cc1)c1ccccc1	/	-0.023	i	/	/	4%	/	0.093	/	/	/	/	0.93	1233	/	9%	-0.2	0.1
11	CCOc1ccc(NC(=O)CSc2nnc(C34CC5CC(CC(C5)C3)C4)n2C)cc1	-8	2.6	i	8.0	i	-2%	-4	-0.91	1.3	42	2.4	0	1.4	/	i	7%	-0.21	/
12	CCC1S/C(=N/N=C/c2ccco2)N(Cc2ccccc2C)C1=O (stereo unspecified)	/	0.15	i	/	i	8%	/	-0.3	/	47	/	/	0.49	1363	/	15%	-0.25	-1.0
13	O=C(Nc1cccc(S(=O)(=O)N2CCCCC2)c1)c1ccc2ncsc2c1	/	-0.3	i	/	i	8%	/	-0.68	/	28	/	/	0.3	1317	/	5%	-0.092	-0.8
14	Nc1c(C(=O)NCc2ccco2)nnn1Cc1ccccc1	5	-0.82	i	1.4	i	8%	23	0.81	6.4	14	1.0	-5	-0.47	1249	i	9%	-0.23	-4.2
15	Nc1nonc1-c1noc(N2CCOCC2)n1	4	0.037	i	1.9	i	5%	3	0.75	30	60	0.3	6	0.32	583	i	-8%	-0.26	-2.6
16	COc1ccc(OC)c(NC(=O)CC2SC(=NCc3ccccc3)NC2=O)c1 (stereo unspecified)	-4	-0.39	i	4.4	i	1%	8	0.08	5.7	20	4.1	0	-0.2	1048	i	-3%	0.55	-0.9
17	C=CCSc1nnc(NC(=O)CSc2nnc(C)s2)s1	12	-0.42	i	3.3	i	0%	2	1.2	2.4	26	1.4	1	-0.91	1224	i	16%	-0.26	-2.9
18	O=C(OC(C(=O)NCc1ccc2c(c1)OCO2)c1ccncc1)c1ccc(Cl)nc1 (stereo unspecified)	-1	0.66	i	1.5	i	1%	11	-0.49	1.7	39	2.1	-13	0.25	1134	i	1%	-0.15	-2.0
19	Cc1cccc2nc(-c3ccco3)c(Nc3ccccc3)n12	8	1.6	i	1.5	i	11%	2	-1.4	1.9	55	1.3	3	1	/	i	-18%	-0.22	/
20	CCCC1C(c2ccccc2)C(C#N)(C#N)C2(C#N)CC1(N)NC2=O (stereo unspecified)	8	-0.78	i	2.0	i	-3%	6	-0.2	4.6	23	1.1	-6	-0.49	1380	i	-1%	-0.14	0.9
21	O=C(NCc1ccco1)c1cc2nc(-c3cccs3)cc(C(F)(F)F)n2n1	0	5.4	i	1.1	i	-5%	6	-2	11	8	1.2	-6	2.5	900	i	-8%	0.19	-6.3
22	Cc1nnnn1/C(=C\c1ccccc1)C(=O)OCC(=O)N1CC2(C)CC1CC(C)(C)C2 (stereo unspecified)	60*	-2.7	i	4.0	i	6%	11*	0.69	4.4	21	3.4	-1	-1.9	/	i	-2%	0.19	/
23	Cc1nc2ccccn2c1C(=O)N=Nc1c(O)n(CCC(C)C)c2ccccc12	13	-0.13	i	3.3	i	0%	-25	-0.031	10	49	0.8	-18	-0.018	1081	i	3%	-0.092	1.9
24	COc1ccc2c(c1)N(C)C(=O)CC(c1ccccc1)=N2	-25	-0.071	i	2.8	i	10%	-7	0.045	4.8	45	2.7	5	0.15	1199	i	9%	-0.21	0.3
25	Cc1ccc(NCC(=O)N/N=C\c2ccc([N+](=O)[O-])o2)cc1	4	-0.82	i	2.7	i	13%	4	0.45	4.7	67	1.6	-20	-0.14	1390	i	10%	-0.0025	-1.2
26	CC(=O)c1cccc(NC(=O)CN(C)S(=O)(=O)c2ccccc2)c1	-1	-0.44	i	1.1	i	5%	2	0.39	7.3	24	1.4	-4	0.0044	1556	i	4%	-0.23	-0.1
27	O=C(NN1C(=O)C2C3C=CC(C4CC34)C2C1=O)c1ccc(Br)cc1 (stereo unspecified)	-8	0.032	i	1.6	i	4%	-15	0.43	5.2	47	1.5	-12	-0.49	1461	i	23%	-0.32	-0.5
28	CN(c1ccc(OCC(=O)OCC(=O)Nc2ccc(Br)cc2)cc1)S(=O)(=O)c1cccs1	-9	0.5	i	1.6	i	9%	-10	-0.79	11	4	3.1	-3	0.32	629	i	10%	-0.23	-4.7
29	Cc1cc(-c2nn(-c3ccccc3F)cc2CN2CCC(O)CC2)c(C)s1	7	-1.4	i	2.9	i	5%	6	0.83	1.8	8	2.2	18	-0.81	1031	i	-3%	-0.19	-0.2
30	Cc1nc(NCCO)c2nnn(Cc3ccccc3F)c2n1	0	-1.1	i	2.0	i	8%	2	2.1	0.0	57	1.6	-3	-0.52	1116	i	3%	-0.23	-2.2
31	CCNC(=S)N/N=C(\C)c1ccc2c(c1)OCCO2	14	-0.92	i	4.9	i	-4%	5	0.79	4.4	33	3.9	-1	-0.73	563	i	12%	-0.27	0.5
32	COc1cccc(NC(=O)CN2C(=O)COc3ccc(Cl)cc32)c1	-4	-0.57	i	6.3	i	1%	-13	0.5	4.7	39	2.9	-1	-0.16	/	i	-9%	-0.22	/
33	O=C(CCCSc1nnc(SCCCC(=O)c2ccc(F)cc2)s1)c1ccc(F)cc1	12	0.74	i	3.4	i	-2%	0	-0.11	6.7	41	1.2	8	0.77	1270	i	1%	-0.13	-0.2
34	COc1ccc(Cn2c(CCC(=O)Nc3ccc(C)cc3)nc3cccnc32)cc1	17	0.47	i	2.5	i	3%	26	0.36	22	64	1.5	-7	0.088	/	i	-4%	-0.21	/
35	CCC(C(=O)NCCC1=CCCCC1)c1ccccc1 (stereo unspecified)	2	-0.92	i	2.3	i	1%	-10	0.36	6.2	53	3.0	-8	-0.75	1111	i	16%	0.17	-1.0
36	O=C(O)CCCNC(=O)CCn1nnc2ccccc2c1=O	/	-0.32	i	/	i	8%	/	0.4	/	30	/	/	-0.12	1286	/	3%	-0.19	0.1
37	COc1cc(-c2cc(N)n(S(=O)(=O)c3ccccc3)n2)cc(OC)c1OC	7	-0.089	i	1.7	i	2%	1	0.095	6.9	40	4.8	-33	-0.029	/	i	1%	-0.2	/
38	COc1cc(CNCCO)cc(Cl)c1OCc1ccccc1Cl	25	1.5	i	4.4	i	1%	35	-1.3	10	39	1.9	-6	1.5	967	i	-2%	0.2	-0.5
39	COc1ccc(Cl)cc1NC(=O)C(=O)NCc1ccncc1	-2	-0.41	i	1.5	i	1%	-6	-0.033	2.8	57	1.7	-1	0.12	1061	i	7%	-0.34	-0.4

Compound activity: PubChem, several laboratories
